TAAR1 agonist: human TAAR1 agonists, primary screen, Fluo-8 calcium fluorescence, CHO RD-HGA16 cells; Trace amine-associated receptor 1 (Homo sapiens), Q96RJ0; vehicle wells 0%, saturating PEA agonist 100%; activation, % at 3 µM; 360,000 compounds, 0.99% hits; AID 624467, 2012;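 active means activation above the mean activation of all test compounds in the run plus 3 SD, cut at about 38% in these data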
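Signal – calcium-sensitive Fluo-8 signal, excitation 470-495, emission 515-575 nm · System – RD-HGA16 (CHO) cells co-expressing Gα16 and hTAAR1 · Incubation – 17-24 h seeding, 75 min 37 °C dye, 30 min RT · Compound dosing – 3 µM single concentration · Repeats – no replicates (n 1)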
OXTR potentiate: human OXTR potentiators, primary screen, fluorescence, CHO-OTR cells, Fluo-8 calcium | AID 2445, 2010 | activation, % at 3 µM | 320,000 compounds, 0.061% hits | Fluo-8 calcium fluorescence, potentiator mode; 0% = oxytocin EC15, 100% = EC100;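 active means activation above that plate's cutoff, the mean activation of tested compounds plus 3 SD, cut at about 6.6% in these data, passing the limit was not always enough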;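 further: 100% uses oxytocin at 75 nM as the full agonist control; some results filed as inactive read as strong as hits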
Target sequence (P30559 whole entry, looked up): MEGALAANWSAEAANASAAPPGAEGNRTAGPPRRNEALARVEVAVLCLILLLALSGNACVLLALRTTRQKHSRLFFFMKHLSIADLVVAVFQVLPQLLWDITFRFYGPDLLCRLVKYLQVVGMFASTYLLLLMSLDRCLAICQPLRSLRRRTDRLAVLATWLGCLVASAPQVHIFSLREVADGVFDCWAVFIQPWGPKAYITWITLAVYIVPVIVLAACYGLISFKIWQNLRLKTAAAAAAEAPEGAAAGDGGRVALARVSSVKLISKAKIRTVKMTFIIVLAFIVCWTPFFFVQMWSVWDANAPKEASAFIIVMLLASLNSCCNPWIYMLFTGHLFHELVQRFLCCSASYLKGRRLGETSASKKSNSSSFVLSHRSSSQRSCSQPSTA
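Material: human OTR in CHO cells. Compound: 3.0 µM, one dose. Timing: compound 6 min at room temperature before oxytocin, 100 s read. Evaluation: % activation of max/min ratio relative to oxytocin controls. Replication: single well per compound, singlicate. Signal: Fluo-8 calcium dye fluorescence.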
CHO parental Ca: ATP-evoked calcium signal inhibitors, parental CHO, primary screen, counter-screen for OX1R antagonist project, cell-based, fluorescence, Fluo-8 calcium dye. 330,000 compounds, 0.63% hits. inhibition, % at 5.6 µM. parental CHO-K1, ATP-induced calcium, Fluo-8 fluorescence;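 active means inhibition above that plate's mean sample inhibition plus 3 SD, cut at about 26% in these data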;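 further: 0% = ATP-challenged DMSO wells and 100% = DMSO wells without ATP; some compounds past the cut are filed as inactive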
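Material: Parental CHO cells | Reagent: ATP | Compound dosing: Single nominal dose of 5.6 µM per compound | Detection: Intracellular calcium via Fluo-8 no-wash fluorescent dye | Read-out: % inhibition of ATP-induced calcium mobilization | Benchmarks: Low control ATP plus DMSO, high control DMSO only | Replicates: Singlicate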
M1 antag: human M1 muscarinic receptor antagonists, primary screen, CHO-K1 cells, Fluo-8 calcium fluorescence, 1536-well | AID 588852, 2011 | 360,000 compounds, 1.3% hits | Muscarinic acetylcholine receptor M1 (Homo sapiens), P11229 | CHO-K1 hM1, ACh EC80 antagonist | inhibition, % at 3 µM;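 active means percent inhibition above its own plate's cutoff, namely the mean of that plate's compound wells plus 3 SD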;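 further: peak over basal fluorescence ratio during 140 s after agonist addition; 0% = ACh EC80 plus DMSO and 100% = DMSO alone without agonist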
Target sequence (P11229 whole entry, looked up): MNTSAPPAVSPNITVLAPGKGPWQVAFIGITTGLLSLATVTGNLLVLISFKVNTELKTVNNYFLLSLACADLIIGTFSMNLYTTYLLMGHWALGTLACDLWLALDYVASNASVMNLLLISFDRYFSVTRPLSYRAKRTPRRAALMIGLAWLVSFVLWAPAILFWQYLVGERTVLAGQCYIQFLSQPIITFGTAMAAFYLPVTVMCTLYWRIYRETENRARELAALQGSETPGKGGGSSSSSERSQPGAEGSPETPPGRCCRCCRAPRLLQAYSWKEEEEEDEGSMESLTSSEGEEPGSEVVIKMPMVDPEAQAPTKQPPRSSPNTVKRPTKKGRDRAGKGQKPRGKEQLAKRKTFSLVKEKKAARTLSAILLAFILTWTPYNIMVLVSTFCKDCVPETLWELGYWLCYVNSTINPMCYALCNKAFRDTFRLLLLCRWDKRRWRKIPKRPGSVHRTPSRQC
CHO-K1 Ca antag: counter-screen for M1 antagonists: effect in parental CHO-K1 cells; ATP-induced calcium, Fluo-8 fluorescence; inhibition, % at 3 µM; 360,000 compounds, 0.6% hits; AID 602250;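 active means inhibition above a per-plate cutoff, the plate's mean sample inhibition plus 3 SD, cut at about 24% in these data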;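 further: 0% = DMSO plus EC80 ATP and 100% = DMSO alone without ATP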
CHO-K1 Ca PAM: nonselective calcium activators in parental CHO-K1 cells, primary screen, counter-screen for M1 PAM project, cell-based, Fluo-8 calcium fluorescence, full deck, 1536-well; activation, % at 3 µM; 360,000 compounds, 0.02% hits; ATP EC20; 0% at ATP EC20, 100% at ATP max;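 active means activation above the run cutoff, the mean activation of all test compounds plus 3 SD, cut at about 40% in these data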;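 further: peak over basal fluorescence ratio in a 140 s read after ATP addition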
CHO-K1 Ca ag: counter-screen for M1 agonists: effect in parental CHO-K1 cells. Fluo-8 calcium fluorescence; scaled to maximal ATP response, vehicle zero. activation, % at 3 µM. 360,000 compounds, 0.48% hits. AID 602248, 2012; in the data active means activation above about 15%;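 further: untransfected CHO-K1 host cells lacking M1 receptor as counterscreen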
CHRM1 agonist: human M1 muscarinic receptor agonists, primary screen, Fluo-8 calcium fluorescence, CHO-K1 cells, HTS; activation, % at 3 µM; Muscarinic acetylcholine receptor M1 (Homo sapiens), P11229; 360,000 compounds, 0.33% hits; AID 588814, 2011; CHO-K1 hM1, agonist mode; 0% DMSO, 100% acetylcholine EC100;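 active means activation above the run's mean compound activation plus 3 SD, cut at about 16% in these data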;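 further: peak over basal fluorescence ratio within a 140 s kinetic read after compound addition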
TAAR1 antag: human TAAR1 antagonists, primary screen, Fluo-8 calcium fluorescence, CHO RD-HGA16 cells; Trace amine-associated receptor 1 (Homo sapiens), Q96RJ0; antagonist; inhibition, % at 3 µM; 360,000 compounds, 1.5% hits;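 active means inhibition above a per-plate cutoff, the mean inhibition of test compounds on that plate plus 3 SD, cut at about 49% in these data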;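 further: 0% = DMSO plus EC80 beta-PEA response and 100% = DMSO alone without agonist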
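test system = CHO RD-HGA16 cells bearing hTAAR1 | replication = singlicate | controls = DMSO-only wells and EC80 β-PEA-stimulated wells | reagent = EC80 β-phenethylamine stimulus | read-out basis = percent inhibition of PEA-evoked calcium signal, max/basal emission ratio | schedule = seeding 17-24 h prior, 75-min 37 °C, 30-min RT dye loading | signal = kinetic Fluo-8 calcium fluorescence measurement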
Starred values were filed as active, the others as inactive; nt = not tested or not shown.

SMILES	TAAR1 agonist	OXTR potentiate	CHO parental Ca	M1 antag	CHO-K1 Ca antag	CHO-K1 Ca PAM	CHO-K1 Ca ag	CHRM1 agonist	TAAR1 antag
COc1cccc(-c2nc(CS(=O)(=O)CC(=O)N3CCc4ccccc43)c(C)o2)c1	2	-9	-12	-15	-5	15	0.2	-6	-17
C=CCN(c1ccccc1)S(=O)(=O)c1ccc2c(c1)NC(=O)C(C)S2 (stereo not given)	3	-5	-9	-5	-8	14	0.9	-4	13
Cc1cc(=O)oc2cc(OCCSCCN3CCCCC3)ccc12	1	4	-4	1	1	0	0.3	-6	6
Cc1ccc(CONC(=O)c2ccc([N+](=O)[O-])cc2)cc1	2	-4	-3	-5	-8	0	-0.5	-3	-6
CC(C)Cc1nnc(NC(=O)c2ccc([N+](=O)[O-])cc2)s1	-2	-8	-14	-6	-7	18	0.4	-2	-8
CC1=C(C(=O)Nc2ccc(C)cc2C)C(c2cccc(Cl)c2)n2nc(C(=O)OC(C)C)nc2N1 (stereo not given)	-1	-5	-8	17	8	1	3.2	-8	-14
NC(Cc1ccc(F)cc1)c1csc(Nc2cc(Oc3ccccc3)ncn2)n1 (stereo not given)	71*	nt	nt	20	-8	18	6.5	4	44
COc1ccc(CCNS(=O)(=O)c2ccc3c(c2)n(C)c(=O)c(=O)n3C)cc1OC	2	nt	nt	12	5	-8	-0.2	-4	-7
Cc1ccc(Cl)cc1NC(=O)COC(=O)CC(C)(C)C	1	-1	-12	14	17	-21	0.8	-5	-7
COc1ccc(NC(=O)c2cn3c(nc4ccccc43)c(C#N)c2C)cc1	0	3	-4	-16	-19	25	1.0	-1	-10
CCOC(=O)c1ccc(-c2ccc(/C=C(\C#N)C(=O)NCc3cccs3)o2)cc1	-2	2	-13	-6	2	18	0.5	-6	-19
C/C(=N\N1CCN(c2ccccc2)CC1)c1ccco1	4	-5	-13	10	-13	11	0.8	-5	-9
O=C1C2C(C(=O)N1/N=C/c1cc([N+](=O)[O-])ccc1O)C1C=CC2C12CC2 (stereo not given)	3	0	-1	-9	-15	21	1.8	1	-14
Cc1cc(C(=O)Nc2cccc(-c3ccc(N4CCOCC4)nn3)c2)ccc1[N+](=O)[O-]	12	-5	-17	35*	18	-9	4.6	-3	42
CCN(CC)CCNC(=O)c1ccc(NC(=O)COc2ccc3c(c2)CCC3)cc1	14	-3	-19	45*	1	7	0.3	-7	-3
Cc1sc2nc(CN3CCOCC3)nc(NS(=O)(=O)c3ccccc3)c2c1C	2	-6	3	-34	-6	2	-0.1	-2	3
CC(=O)N1CCc2cc(S(=O)(=O)NC3CCCc4ccccc43)ccc21 (stereo not given)	20	-24	29	23	34*	-8	4.6	3	46
Cc1cccc(C)c1NC(=O)COC(=O)CCc1ccc(S(=O)(=O)N2CCCCC2)cc1	3	-5	-20	-17	-8	29	5.3	-2	-18
O=C(Nc1ccccc1)/C(=C/c1cccc(Br)c1)NC(=O)c1ccco1	5	-8	-12	-7	-7	16	1.0	-6	5
O=C(Nc1cccnc1)/C(N=Nc1cccnc1)=C(\O)c1ccccc1	0	1	-29	-8	4	4	0.9	-7	5
Cc1cccc(NN=C2c3ccccc3-c3ccccc32)c1	2	-9	-33	-13	-6	11	-0.1	-7	-8
Cc1cc(N2C(=O)C3CCC(c4ccccc4)CC3C2=O)no1 (stereo not given)	9	3	-13	-9	-9	15	1.1	-5	9
COc1ccc(-c2c(C#N)c(SCC(=O)c3cc4ccccc4oc3=O)nc(C)c2C(=O)Nc2ccccc2)cc1	0	-6	-8	-4	6	12	0.6	-4	-10
CCc1nc2c(cnn2-c2ccc(Cl)cc2)c(=O)n1-c1ccc2c(c1)OCCO2	7	-6	6	-11	-11	21	0.9	-2	-6
O=C(O)c1cccc(NC(=O)c2ccc3c(c2)C(=O)N(c2ccccc2)C3=O)c1	2	-9	-2	-13	-12	6	2.1	-4	-12

(more compounds)
SMILES	TAAR1 agonist	OXTR potentiate	CHO parental Ca	M1 antag	CHO-K1 Ca antag	CHO-K1 Ca PAM	CHO-K1 Ca ag	CHRM1 agonist	TAAR1 antag
C=CCOc1ccc(/C=C2\SC(=Nc3cccnc3)NC2=O)cc1	3	-5	-13	8	-2	4	5.0	-1	32
Cc1ccc(CCNC(=O)C2CCC(=O)N2CCc2ccccc2)cc1 (stereo not given)	8	-5	-15	-1	-3	-13	1.1	-3	-10
Cc1cc(C)n2c(SCC(=O)Nc3ncc(C(F)(F)F)cc3Cl)nnc2n1	1	-5	0	-17	-7	19	0.2	1	-2
CN=C(Nc1cc(C)nn1-c1ccccc1)c1ccc(F)cc1	1	-3	-12	-47	-17	12	-0.2	-4	-10
CCn1c(SCC(=O)O)nc2sc3c(c2c1=O)CCC3	3	3	-7	-26	0	11	0.1	-2	3
O=C(OC[C@@H]1CCCN2CCCC[C@H]12)c1cc2ccccc2oc1=O	0	-4	2	0	4	3	-0.3	-10	-15
O=C(COC(=O)/C=C/c1ccc2c(c1)OCO2)NC1CC1	1	-5	-5	2	14	-8	0.0	-5	3
COc1ccc(OC)c(NC(=O)CCN2CCCC(C)C2)c1 (stereo not given)	6	3	-5	-9	-7	15	-0.9	-5	-5
CCCCCCCCOC(=O)CCc1c(C)[nH]c(=S)[nH]c1=O	3	-16	-20	5	24	-4	0.1	0	1
CC(C)c1cc(C(=O)Nc2cccnc2)no1	nt	-5	-2	-17	-4	14	1.6	-4	nt
Cc1ccc([N+](=O)[O-])c(NC2OC(CO)C(O)C2O)c1 (stereo not given)	1	2	-11	-10	-13	14	0.6	-2	-22
COc1cccc(C(=O)n2cnnc2N)c1OC	nt	-2	-5	-8	-9	-6	0.2	-3	nt
O=c1c2ccccc2oc2cc(Br)ccc12	-1	nt	nt	3	-4	-11	0.2	-9	-9
CC(C)n1c(SCC(=O)Nc2nc3c(s2)CCCC3)nc2c1c(=O)n(C)c(=O)n2C	25	-8	0	17	0	9	2.4	0	56*
CCCCNC(=O)c1ccc(S(=O)(=O)c2ccc(Cl)cc2)c(NC(C)=O)c1	9	2	-16	-5	-14	1	0.8	0	11
Cn1c(/C=C/c2ccc([N+](=O)[O-])o2)nc2ccccc2c1=O	nt	0	-12	-16	-8	4	0.4	-3	nt
CSc1nc(N(CCO)CCO)c2sc3nc(-c4ccco4)c4c(c3c2n1)CCC4	2	nt	nt	-9	-3	17	1.3	-5	7
Cc1ccc(NC(=O)Cn2cnc3c(NCc4ccccc4)ncnc32)cc1C	2	nt	-16	-11	-20	34	0.7	-3	-9
COc1ccccc1N1CCN(Cc2nc(-c3ccc(F)cc3)oc2C)CC1	1	-14	-26	3	2	16	2.6	-9	10
CC(=O)N(CCC(c1ccccc1)c1ccco1)Cc1cccs1 (stereo not given)	1	-11	-18	1	5	6	1.1	-3	16
Cc1cccc(S(=O)(=O)NC(=O)C2(C)CCN2C(=O)CC2CCCCC2)c1 (stereo not given)	1	nt	nt	-24	-6	1	0.2	-2	-10
CCOc1ccc(-n2c(SCC(=O)Nc3nccs3)nc3c(c2=O)SCC3)cc1	3	-2	-8	-12	-6	22	0.2	-4	-23
CC(C)(C)c1ccc(OCc2ccc(C(=O)N/N=C/c3ccc(O)c(O)c3)cc2)cc1	16	2	4	28	4	7	6.5	-2	53*
C[C@@H]1NC(=O)/C(=C\c2ccccc2Br)NC1=O	9	-6	-8	-3	-4	6	2.4	-2	-21
O=C(COC(=O)c1ccccc1-n1cnnn1)c1ccc(F)cc1	0	5	10	-9	-12	9	0.1	-1	2

(more compounds)
SMILES	TAAR1 agonist	OXTR potentiate	CHO parental Ca	M1 antag	CHO-K1 Ca antag	CHO-K1 Ca PAM	CHO-K1 Ca ag	CHRM1 agonist	TAAR1 antag
CC1CCCCC1NC(=S)Nc1cccc(S(=O)(=O)N(C)C)c1 (stereo not given)	6	-13	-11	-5	-12	0	11	-1	-5
COc1cccc(CNCCc2c[nH]c3ccccc23)c1OCc1ccccc1F	30	-18	18	24	3	5	23*	16*	22
CC1CCC(NC(=O)Cn2c(=O)oc3cc(S(=O)(=O)N4CCCC4)ccc32)CC1 (stereo not given)	0	-6	9	-8	1	22	0.8	-4	-1
O=C(Nc1ncc2c(n1)-c1ccccc1OC2)c1ccccc1Cl	-1	-15	-20	-11	12	-3	0.0	-5	-1
COCCN(CC(=O)Nc1cccc(C)c1C)C(=O)c1oc2c(Cl)cccc2c1C	21	-11	-22	0	-19	15	4.2	-1	22
CC(=O)N1c2ccccc2C(=O)C1N1CCCCC1 (stereo not given)	10	-2	-8	0	5	8	0.3	-4	5
CNc1nc(Sc2ccc(C)cc2)cc(C(F)(F)F)n1	13	-4	-18	-14	2	14	0.0	-3	15
O=C1CN(C(=O)c2ccc(F)cc2)c2ccccc2N1	7	-5	-2	-4	-1	4	12	-3	-21
CCCCCCCNc1cccc(C)c1	21	-2	3	11	-1	-1	4.8	-3	-12
OCCNCCCCCOc1ccc(F)cc1	5	-5	0	-3	-28	26	1.0	-6	-1
CCCc1nc2c(s1)CCc1onc(-c3cccc([N+](=O)[O-])c3)c1-2	6	-8	-8	-3	1	-7	-0.4	1	-3
CCCCn1nnc(NC(=S)NC(=O)c2ccc(OCC)c([N+](=O)[O-])c2)n1	0	-9	-16	-14	-13	9	0.7	-3	-5
O=C(CSc1ccc(/C=N/NC(=O)c2cccc(F)c2)o1)Nc1ccccc1	9	-2	-20	-10	-24	21	2.5	3	8

Entries of single compounds as entered above:
`CC1CCCCC1NC(=S)Nc1cccc(S(=O)(=O)N(C)C)c1` (stereo not given) is listed with TAAR1 agonist = 6; OXTR potentiate = -13; CHO parental Ca = -11; M1 antag = -5; CHO-K1 Ca antag = -12; CHO-K1 Ca PAM = 0; CHO-K1 Ca ag = 11; CHRM1 agonist = -1; TAAR1 antag = -5
`OCCNCCCCCOc1ccc(F)cc1` is listed with TAAR1 agonist = 5; OXTR potentiate = -5; CHO parental Ca = 0; M1 antag = -3; CHO-K1 Ca antag = -28; CHO-K1 Ca PAM = 26; CHO-K1 Ca ag = 1.0; CHRM1 agonist = -6; TAAR1 antag = -1

High-throughput results as filed in PubChem.
